Source: PubChem (National Center for Advancing Translational Sciences (NCATS))
HP1b chromo inh – HTS for Inhibitors of HP1-beta Chromodomain Interactions with Methylated Histone Tails; Chromobox protein homolog 1 (Homo sapiens), P83916; AlphaScreen HP1-beta / biotin-H3K9me3 peptide binding; Potency, µM (doses to about 114 µM), for the others: at the highest dose activity change, negative = inhibition, actives largely listed as inhibitors; hit rate 0.56% among 390,000; note: potency is the fitted concentration of half-maximal effect; nearly all actives have a fitted effect of over 70% in size; inactives centre near 23
Target sequence (P83916 whole entry, looked up): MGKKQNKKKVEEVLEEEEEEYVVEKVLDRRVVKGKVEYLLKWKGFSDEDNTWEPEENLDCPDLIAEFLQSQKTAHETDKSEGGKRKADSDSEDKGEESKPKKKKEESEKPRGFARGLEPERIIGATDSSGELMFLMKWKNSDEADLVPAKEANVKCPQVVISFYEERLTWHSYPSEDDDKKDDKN
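Compound inhibition of the preformed complex between 50 nM HP1-beta and 50 nM biotinylated H3K9me3 peptide was read by AlphaScreen. Buffer was PBS pH 7.4 with 0.01% Tween-20. Incubations ran 30 min at room temperature, with 10 ug/mL donor/acceptor beads.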
USP1-UAF1 inh – Inhibitors of USP1/UAF1: Primary Screen | Potency, µM (doses to about 57.1 µM), for inactives: at the highest dose activity change, negative = inhibition, most hits filed as inhibitors | AID 743255, 2014 | hit rate 0.23% among 390,000 | Ubiquitin carboxyl-terminal hydrolase 1 (Homo sapiens), O94782 | recombinant USP1/UAF1, Ub-Rhodamine cleavage fluorescence; note: potency is the fitted concentration of half-maximal effect; % is set by controls: 0 for no effect and ±100 for the full control effect; nearly all actives have a fitted effect of over 60% in size; inactives centre near -12
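High-throughput fluorogenic screen: 1nM USP1/UAF1 complex, Ub-Rho substrate 150nM final, 50mM HEPES pH 7.8 with 0.5mM EDTA, 0.1 mg/ml BSA, 1mM TCEP and 0.01% Tween-20.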
TrxR1 inh – qHTS Assay for Inhibitors of Mammalian Selenoprotein Thioredoxin Reductase 1 (TrxR1): qHTS | Thioredoxin reductase 1, cytoplasmic (Rattus norvegicus), O89049 | recombinant rTrxR1, NADPH fluorescence consumption, selenite substrate | Potency, µM (top dose mostly 114 µM), for the others: at the top dose activity change, negative = inhibition, usual class: inhibitors | hit rate 1% among 390,000; note: potency is the fitted concentration of half-maximal effect; % is set by controls: 0 for no effect and ±100 for the full control effect; nearly all actives have a fitted effect of over 65% in size
Target sequence (O89049 whole entry, looked up): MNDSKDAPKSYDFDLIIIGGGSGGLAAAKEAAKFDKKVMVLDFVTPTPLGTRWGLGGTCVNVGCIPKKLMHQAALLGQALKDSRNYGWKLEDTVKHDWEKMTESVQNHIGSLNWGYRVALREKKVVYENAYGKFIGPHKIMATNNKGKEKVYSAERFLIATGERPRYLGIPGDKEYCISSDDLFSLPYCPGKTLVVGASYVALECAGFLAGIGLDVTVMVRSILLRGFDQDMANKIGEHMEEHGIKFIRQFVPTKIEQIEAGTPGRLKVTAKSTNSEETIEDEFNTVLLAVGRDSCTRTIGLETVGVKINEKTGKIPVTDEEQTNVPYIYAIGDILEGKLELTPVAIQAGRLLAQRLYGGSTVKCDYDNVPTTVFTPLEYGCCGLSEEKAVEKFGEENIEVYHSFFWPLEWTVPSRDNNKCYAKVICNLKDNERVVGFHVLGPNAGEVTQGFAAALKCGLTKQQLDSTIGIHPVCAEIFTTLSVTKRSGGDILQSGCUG
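Rat TrxR1 (90 nM in the dispensed reagent) was pre-reduced with 400 uM NADPH for 5 min at room temperature, then incubated with compound for 15 min. After 400 uM selenite was added, NADPH fluorescence (Ex 340/Em 450 nm) was followed for 8 min.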
Pin1 inhibitor – qHTS Assay to Find Inhibitors of Pin1; Peptidyl-prolyl cis-trans isomerase NIMA-interacting 1 (Homo sapiens), Q13526; Pin1 FP peptide displacement, HiFluor488, 10 min; Potency, µM (series often up to 115 µM), for the others: at the top dose activity, negative = inhibition, usual class: inhibitors; hit rate 0.009% among 390,000; active = well fitted inhibition curve with a large enough effect in the polarisation, with a control signal flat, not every such curve was filed as active; inconclusive = small, poorly fitted or top-dose-only effect, or effect the other way, or a change in a side signal; inactive = no such curve, though single readings can be large or run the other way; the % refers to the polarisation; note: potency is the fitted concentration of half-maximal effect; % is set by controls: 0 for no effect and ±100 for the full control effect
Target sequence (Q13526 whole entry, looked up): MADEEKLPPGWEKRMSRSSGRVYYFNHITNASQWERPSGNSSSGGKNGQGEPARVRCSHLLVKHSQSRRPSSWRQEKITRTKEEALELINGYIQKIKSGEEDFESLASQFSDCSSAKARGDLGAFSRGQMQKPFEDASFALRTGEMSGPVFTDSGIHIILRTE
PGK inhibitor – qHTS Assay to Find Inhibitors of Phosphoglycerate Kinase; Phosphoglycerate kinase, glycosomal (Trypanosoma brucei brucei), P07378; PGK/GAPDH coupled, Kinase-Glo luminescence, 60 min; Potency, µM (titrated, usually from 57.5 µM), for the others: at the top dose activity change, negative = inhibition, usual class: inhibitors; hit rate 0.043% among 380,000; AID 602233, 2012; note: potency is the fitted concentration of half-maximal effect; % is set by controls: 0 for no effect and ±100 for the full control effect; nearly all actives have a fitted effect of over 60% in size
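Recombinant glycosomal PGK reaction used 1,3-bisphosphoglycerate generated in-well by GAPDH (100nM final) in 100mM TEA pH 7.6, 5mM MgCl2, 0.01% Tween-20. After 60 minutes at room temperature, ATP was read by Kinase-Glo Plus luminescence end-point.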
IDH1 R132H inh – qHTS for Inhibitors of mutant isocitrate dehydrogenase 1 (IDH1): qHTS | Isocitrate dehydrogenase [NADP] cytoplasmic (Homo sapiens), O75874 | IDH1-R132H enzyme, NADPH consumption, diaphorase/resazurin fluorescence | Potency, µM (titrated, usually from 76.6 µM), without a hit: top-dose activity change, negative = inhibition, hits mostly inhibitors | hit rate 0.093% among 390,000 | AID 602179, 2012; note: potency is the fitted concentration of half-maximal effect; % is set by controls: 0 for no effect and ±100 for the full control effect; nearly all actives have a fitted effect of over 65% in size
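IDH1-R132H (0.5 ug/mL) preincubated 30 min with compound, then NADPH (0.016 mM) and alpha-KG (2 mM) added; 80 min at RT, pH 7.5. Remaining NADPH coupled via diaphorase/resazurin to fluorescence (540/590 nm); concentration-response curves normalized to no-enzyme control.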
TrxR1 substrate – qHTS Assay for Substrates of Mammalian Selenoprotein Thioredoxin Reductase 1 (TrxR1): qHTS; purified TrxR1 substrate turnover, NADPH consumption readout; Potency, µM (highest dose often 114 µM), without a hit: at the top dose activity change, negative = substrate turnover; hit rate 0.01% among 390,000; AID 588456, 2011; note: potency is the fitted concentration of half-maximal effect; % is set by controls: 0 for no effect and ±100 for the full control effect; nearly all actives have a fitted effect of over 50% in size
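Rat TrxR1, dispensed at 90 nM, was prereduced with 400 uM NADPH (final) for 5 min at ~22 deg C, then incubated with compound 15 min before 400 uM selenite. A first-read NADPH fluorescence drop versus no-compound background flagged substrates.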
PI4K2A inh – qHTS for small molecular inhibitors of PI4K2A; hit rate 0.13% among 420,000; Phosphatidylinositol 4-kinase type 2-alpha (Homo sapiens), Q9BTU6; AID 1346378, 2018; activity change, negative = inhibition, % at 76.9 µM; purified PI4K2A, ADP-Glo luminescence, 1 h; active compounds read low; in the data active = activity change below about -50%; inconclusive = mostly about -30% to -49%;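 note: -100% = wells without enzyme as full effect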
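Compounds are screened against recombinant PI4K2A using PI as substrate and ATP, the latter dispensed at 300 microM. Reactions run one hour at ambient temperature before ADP-Glo detection; full inhibition defined by wells lacking enzyme.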
GLS inhibitor – qHTS for Inhibitors of Glutaminase (GLS); AID 624170, 2012; Glutaminase kidney isoform, mitochondrial (Homo sapiens), O94925; hit rate 0.21% among 410,000; GLS enzymatic activity, qHTS titration; Potency, µM (top dose mostly 45.5 µM), for inactives: at the top dose activity change, negative = inhibition, usual class: inhibitors; note: potency is the fitted concentration of half-maximal effect; % is set by controls: 0 for no effect and ±100 for the full control effect
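Compounds were pin-transferred onto hKGA, after which L-glutamine (1 mM solution) and a detection mix of glutamate oxidase, HRP and Amplex Red were added. Initial and 30 min RT fluorescence reads were collected.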
The depositor's hits bear a star; i = inactive; ? = inconclusive; . = no result given; & = joins results of further samples; [ ] = dose if it differs, or a comment. Unless noted, calls come from the whole dose curve; as a rule, active = well fitted curve in the direction sought with a large enough effect; inconclusive = small, poorly fitted or top-dose-only effect, or another doubt; inactive = no such curve, though single readings can be large; an effect the other way counts as inactive or inconclusive. Not all compounds are listed; count on the stated rates, not on these rows.

cpd	Compound	HP1b chromo inh	USP1-UAF1 inh	TrxR1 inh	Pin1 inhibitor	PGK inhibitor	IDH1 R132H inh	TrxR1 substrate	PI4K2A inh	GLS inhibitor
1	COc1cc([N+](=O)[O-])c(OC)cc1SCc1n[nH]c(=S)n1-c1ccc(C)cc1	-17%	-6%	?	4%	5%	-1%	1%[57.1 µM]	0	11%
2	Cc1ccc(OCC(=O)Nc2nnc(S(=O)(=O)N3CCCCCC3)s2)cc1	39%&14%[activator]	-12%&10%	0%&-9%	?	6%&-10%	-6%&-6%	1%&-14%	-2&-1	5%&-1%
3	O=C(c1ccc(N2CCCC2)c([N+](=O)[O-])c1)N1CCN(S(=O)(=O)c2ccc(Cl)cc2)CC1	-2%	-7%	-1%	-3%	0%	-1%	-8%	1	-9%
4	O=C(CNC(=O)c1ccc(S(=O)(=O)N2CCCC2)cc1)N/N=C/c1ccccc1	37%	-18%	6%[57.1 µM]	-10%	-4%	0%	10%[57.1 µM]	3	-5%
5	CN(C)CC(=O)N1c2ccccc2Sc2ccc(Cl)cc21	10%[57 µM]	-15%	13%	0%	-2%	9%	-3%	-7	0%
6	O=C1N[C@@H](c2ccccc2)COC(=O)[C@H](Cc2ccc(F)cc2)C/C=C\C[C@H]1CC(=O)N(CCO)Cc1ccccc1	28%	-30%	16%	-1%	2%	-4%	4%	-1	4%
7	O=C(Nc1nnc(CCS(=O)(=O)c2ccc3ccccc3c2)s1)c1cccs1	8%	-9%	4%	2%	7%	16%	1%	4	24%
8	CCOc1ccccc1N(CC(=O)Nc1ccccc1C(=O)N1CCOCC1)S(C)(=O)=O	15%	-9%	11%	-7%	-4%	3%	6%	-3	3%
9	Cc1ccc(S(=O)(=O)c2nnn3c2nc(Nc2ccc(C(C)C)cc2)c2sccc23)cc1C	35%	7%	26%	-6%	-2%	11%	22%	-1	-6%
10	O=C(O)CCC(=O)NNC(=O)c1cccc(Br)c1	20%	2%	-8%	-6%	i	-3%	-12%	0	18%
11	COc1cc(OC)c(NC(=O)c2sc3nc4n(c(=O)c3c2C)CCCC4)cc1Cl	45%	-13%	2%	?	i	2%	127%[activator]	-2	1%
12	COCC1CCCCN1C(=O)c1ccc2oc(CCc3ccccc3)nc2c1 (centres undefined)	27%	-1%	4%	0%	-3%	5%	-9%	-2	6%
13	COC(=O)[C@H](C)NC(=O)Nc1cc(Cl)ccc1C	12%	?	-3%	6%	1%	7%	1%	-1	5%
14	O=C(OCc1nc2ccsc2c(=O)[nH]1)c1cc(Br)c(Br)s1	23%	-18%	6%[57.1 µM]	21%	-4%	-10%	-1%[57.1 µM]	-2	-9%
15	Cc1cc(Nc2nnnn2-c2ccccc2)n(-c2ccccc2)n1	33%[activator]	-7%	58%[activator]	-8%	1%	3%	-7%	-11	42%[activator]
16	N#Cc1c(NC(=O)C2C3C=CC(C3)C2C(=O)O)sc2c1CCCCC2 (centres undefined)	33%	-7%	7%[57.1 µM]	-11%	7%	-7%	6%[57.1 µM]	-1	8%
17	CC[N+](C)(CC)CCC(c1ccccc1)C1CCCCC1 (centres undefined)	?	-15%	19%	-3%	i	6%	11%	-5	-1%
18	CCC(C)[C@H](NC(=O)N1CC(=O)Nc2ccccc21)C(=O)N[C@@H](Cc1c[nH]c2ccccc12)C(=O)O (some centres undefined)	34%	-25%	11%	-15%	i	0%	-1%	7	-2%
19	Cc1ccc(C)c(CSc2nc(-c3ccccc3F)nc3c2Cc2c(CO)cnc(C)c2O3)c1	56%[activator]	-4%	6%	-2%	i	4%	0%	-5	0%
20	Cc1csc(=O)n1CCC(=O)O	11%	-4%	-2%[57.1 µM]	1%	0%	-2%	6%[57.1 µM]	-1	6%
21	COc1ccccc1/C(C)=N/NC(=S)NCc1ccccc1	-20%	-11%	18%[57.1 µM]	0%	7%	3%	8%[57.1 µM]	11	-16%
22	COc1ccc(Cl)cc1NC(=O)c1c(NCc2cccnc2)sc2c1CCCC2	0%	?	?	7%	-10%	-12%	7%[57.1 µM]	-4	-20%
23	Clc1cccc(Cl)c1-c1nnc2cccc(Cl)n12	28%	-7%	-11%	0%	-9%	12%	-10%	2	10%
24	Cc1ccc(C)c(OCCCCn2cnc3ccccc3c2=O)c1	53%[activator]	-20%	7%	4%	-7%	2%	-3%	0	-1%
25	CCCCc1nnc(NC(=O)C(=O)OCC)s1	6%	-10%	6%	-11%	4%	1%	-6%	0	3%
26	COc1ccc(/C=N/Nc2nc(N3CCCC3)nc(N3CCCC3)n2)c(OC)c1OC	40%[activator]	-18%	-9%	7%	2%	1%	-9%	-3	-4%
27	COc1ccc(-c2c(C)oc3c(CN4CCCCC4C)c(O)ccc3c2=O)cc1 (centres undefined)	-1%	-3%	19%[57.1 µM]	0%	-9%	-6%	77%[activator][57.1 µM]	5	35%[activator]
28	COc1ccc(-n2cc(CNC(C)c3ccncn3)c(-c3cccc(F)c3)n2)cc1 (centres undefined)	31%	-14%	13%[57.1 µM]	0%	-3%	0%	12%[57.1 µM]	-8	6%
29	COCCn1c(SCC(=O)N2CCCC(C)C2)nnc1-c1ccco1 (centres undefined)	43%[activator]	-22%	-10%	-3%	8%	-5%	8%	0	-1%
30	N#Cc1c2n(c3c(=O)n(Cc4ccc(Cl)cc4)cnc13)CCCCC2	5%	-7%	5%[57.1 µM]	7%	-25%	6%	-10%	-3	3%
31	Cc1ccc(NC(=O)c2c(C(=O)Nc3ccccc3)sc3nc(C)cc(=O)n23)c(C)c1	12%	-25%	7%	4%	7%	3%	-3%	1	1%
32	O=C(N/N=C/c1ccc([N+](=O)[O-])cc1)c1ccc(COc2ccccc2-c2ccccc2)cc1	-6%	-5%	20%[57.1 µM]	-3%	5%	-8%	2%[57.1 µM]	0	-1%
33	COc1ccc(CNC(=O)c2cc(=O)c3ccc(C)c(C)c3o2)cc1	53%[activator]	-11%	-13%	-13%	5%	-13%	-2%	6	24%
34	CC(=O)N1CCc2cc(S(=O)(=O)NCCC(=O)NCCc3ccc(C)cc3)ccc21	18%	-2%	-9%[57.1 µM]	-7%	2%	13%	-10%[57.1 µM]	6	9%
35	O=C(COC(=O)c1cc(Br)ccc1O)Nc1ccc2c(c1)OCCO2	23%	1%	4%	2%	4%	-9%	-9%[57.1 µM]	3	0%
36	O=C(NC1CCCCC1)C(c1ccccc1)N(C(=O)c1cccs1)c1ccc2c(c1)OCO2 (centres undefined)	34%	-1%	23%	0%	.	?	-2%	4	-1%
37	Cc1cc(S(=O)(=O)N2CCOCC2)ccc1OCC(=O)Nc1ccccc1C(F)(F)F	28%	-4%	15%[57.1 µM]	0%	-7%	-3%	-14%	-1	0%
38	C/C(=N\NC(=O)c1ccccc1N)c1ccc(NC(=O)Cc2ccccc2)cc1	12%	2%	2%[57.1 µM]	0%	-5%	-2%	7%[57.1 µM]	-2	-8%
39	O=c1[nH]c2cc3c(cc2cc1CN(Cc1cccnc1)C(=S)NCc1ccco1)OCCO3	-24%	-25%	5%	-5%	19%	-9%	30%[activator]	0	-1%
40	CC(NC(=O)c1ccccc1F)C(=O)O (centres undefined)	25%	-1%	10%	3%	9%	-1%	6%	3	5%
41	O=C(NCCc1ccccn1)c1cc(C(=O)C2CCCCC2)c[nH]1	16%	-3%	-8%	-1%	i	9%	-7%	0	-18%
42	CN(C(=O)CNC(=O)c1ccc(Br)o1)C1CCCCC1	9%	-3%	-8%	10%	-13%	5%	-3%	-4	2%

Three entries picked at random from those above:
cpd	Compound	HP1b chromo inh	USP1-UAF1 inh	TrxR1 inh	Pin1 inhibitor	PGK inhibitor	IDH1 R132H inh	TrxR1 substrate	PI4K2A inh	GLS inhibitor
2	Cc1ccc(OCC(=O)Nc2nnc(S(=O)(=O)N3CCCCCC3)s2)cc1	39%&14%[activator]	-12%&10%	0%&-9%	?	6%&-10%	-6%&-6%	1%&-14%	-2&-1	5%&-1%
12	COCC1CCCCN1C(=O)c1ccc2oc(CCc3ccccc3)nc2c1 (centres undefined)	27%	-1%	4%	0%	-3%	5%	-9%	-2	6%
26	COc1ccc(/C=N/Nc2nc(N3CCCC3)nc(N3CCCC3)n2)c(OC)c1OC	40%[activator]	-18%	-9%	7%	2%	1%	-9%	-3	-4%
